Screening results: PubChem, several laboratories
Diaph act CS: compounds boosting diaphorase resazurin reduction – biochemical, uHTS, resorufin fluorescence, counter-screen for diaphorase-coupled primary assays, primary screen; Diaphorase/resazurin coupled assay, 16 min; hits give high values; 1 = vehicle wells, 0 = NADH-free wells; activation factor at 20 µM; 190,000 tested, 0.005% active; AID 1229, 2008;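 active = diaphorase activity raised at least twofold by the compound at 20 µM; inactive = activation factor below 2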
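Measured by – red resorufin fluorescence at 544/590 nm excitation/emission · Test system – Clostridium kluyveri diaphorase, purified enzyme · Incubation – reaction time 16 min, room temperature · Buffer or medium – 50 mM HEPES pH 7.4 with 4.542 mM MgCl2, 0.005% Tween 20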
Redox H2O2 prof: compounds producing H2O2 with reducing agent – biochemical, NIH compound library profiling, artefact control for MLSCN library redox annotation, primary screen. AID 878, 2007. DTT-dependent redox cycling H2O2, phenol red/HRP absorbance; 100% = 100 µM peroxide control, 0% = buffer. activation, % at 10 µM. 200,000 tested, 0.03% active;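 active = activation of at least 50% relative to the plate's high and low controls in the primary single-dose screen; inactive = activation below 50%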;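 also: compound incubated with DTT at 0.8 mM final as the reducing agent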
RAM inhibit: inhibitors of the yeast RAM network, primary screen, dse1pr::URA3 reporter, 5-FOA selection. S. cerevisiae dse1pr::URA3 reporter, 5-FOA growth OD615, 2 d; analog-sensitive cbk1-as2 kinase mutant strain. inhibition, % at 50 µM. 190,000 tested, 1.8% active. AID 868, 2007;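 active = inhibition above a set limit, 3 SD over mean compound inhibition, cut at about 8.4% in these data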;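 also: 0% = DMSO-only wells with no growth and 100% = 10 µM 1-NA-PP1 full growth; inhibition rescues growth on 5-FOA so higher OD means more RAM inhibition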
G6PDH CS: L. mesenteroides G6PDH inhibitors, counter-screen for G6PDH-coupled screening assays, biochemical, Leuconostoc mesenteroides enzyme | Purified L. mesenteroides G6PDH, diaphorase/resazurin coupled fluorescence, 45 min | inhibition, % at 5 µM | 200,000 tested, 0.12% active | AID 1020, 2008
S1P3 antagonist: S1P3 receptor antagonists, primary screen, cell-based; Sphingosine 1-phosphate receptor 3 (Homo sapiens), Q99500; CHO S1P3 NFAT-BLA reporter, FRET fluorescence, antagonist mode; inhibition, % at 4.98 µM; 170,000 tested, 0.27% active;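 active = inhibition above the plate cutoff, the mean inhibition of test wells on that plate plus 3 SD, cut at about 28% in these data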;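 also: cells challenged with S1P at its EC80 of 0.8 µM; blue over green emission ratio from cleaved BLA substrate after 4 h stimulation; 0% = S1P-stimulated wells and 100% = unstimulated DMSO-only wells; some compounds past the cut are filed as inactive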
Target sequence (Q99500 whole entry, looked up): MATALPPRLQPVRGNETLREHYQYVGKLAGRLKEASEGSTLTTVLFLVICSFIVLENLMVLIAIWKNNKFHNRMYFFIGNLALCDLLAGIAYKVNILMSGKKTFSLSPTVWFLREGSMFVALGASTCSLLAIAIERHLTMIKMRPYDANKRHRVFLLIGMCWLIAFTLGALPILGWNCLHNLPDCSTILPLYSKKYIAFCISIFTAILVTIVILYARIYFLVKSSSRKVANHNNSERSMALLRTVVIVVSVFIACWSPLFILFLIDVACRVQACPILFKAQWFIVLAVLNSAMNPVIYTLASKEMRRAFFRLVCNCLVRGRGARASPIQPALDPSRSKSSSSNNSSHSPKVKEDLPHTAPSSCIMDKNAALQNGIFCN
Diaphorase inh: diaphorase inhibitors and chemical oxidizers, primary screen, counter-screen for diaphorase-coupled primary assays, biochemical, uHTS, resorufin fluorescence; diaphorase resazurin-to-resorufin fluorescence, NADH, 16 min; bacterial (C. kluyveri) enzyme, not human; inhibition, % at 20 µM; 190,000 tested, 0.69% active;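 active = primary screen inhibition at 20 µM above a set limit, cut at about 50% in these data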;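 also: plate controls were DMSO with full reaction for no effect and wells lacking NADH for full effect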
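System: Diaphorase enzyme from Clostridium kluyveri | Amount: Enzyme working solution with 0.14 U/mL diaphorase | Benchmarks: No-NADH positive control and DMSO neutral control | Signal: Fluorescence of resorufin formed from resazurin, Ex 544/Em 590 nm | Schedule: 16-min room-temperature incubation before reading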
TLR4-MyD88 BLA: inhibitors of TLR4-MyD88 association in cells, primary screen, cell-based, HeLa CL3-4, BLA complementation, FRET ratio; HeLa CL3-4 TLR4/MyD88 BLA complementation; inhibition, % at 8.4 µM; 200,000 tested, 0.18% active; AID 861, 2007; in the data active = inhibition above about 25%;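 also: 0% = vehicle and 100% = reference inhibitor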
L major viab: Leishmania major promastigote growth inhibition, primary screen; AID 1063, 2008; Leishmania major promastigotes, resazurin fluorescence viability; 200,000 tested, 9% active; inhibition, % at 10 µM;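 also: promastigotes grown with compound for 44 hours at 28 °C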
Hsp70 act: Hsp70 transcriptional activators, primary screen, cell-based, HeLa, Hsp70 promoter luciferase, luminescence, 10 µM; HeLa Hsp70 promoter luciferase reporter; scaled: vehicle 0, proteasome-inhibitor control 100%; activation, % at 10 µM; 200,000 tested, 0.04% active; AID 1203, 2008;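 active = activation above the mean across all tested compounds plus 3 SD, cutoff set per campaign, cut at about 5.5% in these data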;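 also: 100% = MG132 at 30 µM as the positive control and 0% = DMSO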
PMI act hi M6P: human PMI activators, high substrate, primary screen, biochemical, fluorescence intensity, near-saturating mannose 6-phosphate | Mannose-6-phosphate isomerase (Homo sapiens), P34949 | coupled PMI enzyme assay, resazurin fluorescence, 20 min; hits give high values; 1 = untreated enzyme, 0 = substrate-free blank | activation factor at 20 µM | 190,000 tested, 0.34% active;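 active = activation factor of 2 or more at 20 µM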
Target sequence (P34949 whole entry, looked up): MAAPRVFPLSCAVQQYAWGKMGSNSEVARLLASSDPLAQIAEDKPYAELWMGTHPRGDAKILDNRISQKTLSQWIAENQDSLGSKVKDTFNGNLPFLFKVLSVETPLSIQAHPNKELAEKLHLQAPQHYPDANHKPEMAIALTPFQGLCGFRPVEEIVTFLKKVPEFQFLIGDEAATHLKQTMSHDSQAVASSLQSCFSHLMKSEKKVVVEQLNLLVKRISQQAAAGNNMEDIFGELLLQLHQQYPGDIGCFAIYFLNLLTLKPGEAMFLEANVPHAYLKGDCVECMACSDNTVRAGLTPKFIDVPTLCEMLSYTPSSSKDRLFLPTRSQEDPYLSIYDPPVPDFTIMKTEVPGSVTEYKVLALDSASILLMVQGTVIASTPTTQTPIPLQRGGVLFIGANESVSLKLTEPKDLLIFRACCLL
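Material: human phosphomannose isomerase with PGI, G6PDH, diaphorase coupling enzymes; amount: PMI at 15 ng/mL final; also added: Mannose-6-phosphate 1.0 mM (near-saturating) plus 0.22 mM NADP+; incubation: enzyme reaction with compound 20 min at room temperature; signal: resorufin fluorescence (Ex 544/Em 590 nm) from resazurin via diaphorase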
PMI activator: activators of human PMI, primary screen, biochemical, fluorescence intensity, near-Km mannose 6-phosphate | purified human PMI, coupled resazurin fluorescence, 20 min; hits give high values; 1 = vehicle control, 0 substrate-free wells | AID 1214, 2008 | Mannose-6-phosphate isomerase (Homo sapiens), P34949 | 190,000 tested, 0.005% active | activation factor at 20 µM;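 active = activation factor of 2 or more at 20 µM, relative to plate controls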
* hit, by the source's call; / = not tested or not shown. Rule as the data show it, unless noted: active = inhibition above about 50%; inactive = the rest. No enrichment for hits, and some 12% of all compounds hit somewhere here.

SMILES	Diaph act CS	Redox H2O2 prof	RAM inhibit	G6PDH CS	S1P3 antagonist	Diaphorase inh	TLR4-MyD88 BLA	L major viab	Hsp70 act	PMI act hi M6P	PMI activator
Brc1ccc(-c2nnc(-c3ccccc3Br)o2)cc1	0.9	0.8	0.9	10	22	12	-15	-9	0.1	1	1
Cc1ccc(NC(=O)c2ccc(CSc3ccccn3)cc2)cc1	1	-6.3	8.4*	11	/	4	-3	-3	0.2	1	0.9
C/C(=N\NC(=O)c1ccc(CN2CCc3ccccc3C2)cc1)c1ccccc1O	0.8	-0.7	0.0	9	-5	16	1	-11	-0.2	1.1	1.2
Cc1oc(CC(C)C)cc1C(=O)Nc1cccc2ccccc12	0.8	-2.8	8.2	4	/	19	-2	-9	0.3	0.9	0.8
O=C(CNC(=O)c1ccccc1F)N/N=C/c1cc(Br)ccc1OCc1ccccc1	0.8	0.3	0.5	-7	1	21	4	8	-0.6	0.8	0.7
O=C(CCCCn1c(=O)c2ccccc2n(Cc2ccccc2F)c1=O)NC1CCN(Cc2ccccc2)CC1	0.8	-0.4	1.6	7	-3	16	10	72*	-0.1	1	0.9
COc1ccc(C(=O)NNC(=O)CSc2nnc(-c3cccnc3)n2C)cc1	1	-1.7	1.2	7	-19	4	-5	-3	0.2	1	1
Cc1cccc(NC(=O)CSc2nnc(-c3ccco3)o2)c1	0.9	0.3	-0.9	-2	/	10	-1	-3	0.0	1	0.9
CC(=O)Nc1ccc2oc(C)nc2c1	0.9	0.0	0.8	5	-6	15	-8	2	-0.4	1	1.1
CCOC(=O)c1cnc2c(OC)cccc2c1Nc1ccc2c(c1)OCCO2	0.8	-0.4	1.3	-8	-24	20	-4	53*	-0.5	0.8	0.9
COc1cc(CN(C(=S)NCC(=O)O)C2CCCC2)cc(OC)c1OC	1	-0.5	-0.6	7	-2	1	-9	5	-0.3	1.1	1.2
O=C1CC(N2CCN(c3ccccn3)CC2)C(=O)N1c1ccc(Cl)cc1 (stereo not drawn)	1.1	-0.7	1.0	1	-16	-14	-10	-7	-0.2	1.1	1.1
O=C(CC1C(=O)NCCN1CC1CCCCC1)NCc1cccc(F)c1F (stereo not drawn)	/	0.1	0.6	15	16	/	-3	-7	-0.1	/	/
CCC(=O)N1CCN(CCN=CC2=C(O)CC(C)(C)CC2=O)CC1	0.7	0.7	2.6	-11	-64	27	-1	-10	0.0	0.9	0.9
COc1ccc(C(C)=O)cc1CSc1nnc(Nc2ccc(C)cc2)s1	0.8	-0.8	4.3	12	-1	15	-4	5	-0.3	0.9	0.9
COc1ccc(S(=O)(=O)N(CC(C)C)CC(C)C)c2cccnc12	0.8	-0.7	0.4	9	/	18	2	72*	0.3	0.9	0.9
COc1ccc(C(=O)COC(=O)CNC(=O)C2CCCCC2)c(OC)c1	0.9	0.0	1.5	17	/	8	-9	10	-0.1	1	0.9
O=C(OCC(=O)N1CCCC1)c1ccccc1OCc1ccccc1	0.9	0.6	-0.1	-15	0	14	-7	-1	0.4	1	0.9
Cc1cccc(NC(=S)N/N=C/c2c[nH]c3ccccc23)c1	0.9	0.0	1.7	-5	-5	12	-6	29	0.1	1	1
N#C/C(=C\C1CC=CCC1)c1nc2ccccc2[nH]1 (stereo not drawn)	0.9	1.7	1.1	-3	32	15	7	95*	-0.2	0.9	0.9
CCC(=O)n1nc(-c2cccnc2)nc1NCc1cccs1	0.9	1.1	0.2	3	-23	8	6	-4	0.1	0.9	0.9
CC1(C)CC(=O)C2=C(C1)NC(SCC(=O)Nc1ccccc1)=C(C#N)C2c1ccco1 (stereo not drawn)	0.8	0.2	3.1	7	23	16	3	1	-0.4	1	0.9
C(=N\Nc1nnnn1-c1ccccc1)/c1ccncc1	0.8	0.5	2.2	18	-24	15	-5	-5	-0.1	0.9	0.9
CCOc1ccc(C2=CS/C(=C(\C#N)c3nnc4n3CCCCC4)N2CC)cc1	0.9	0.1	-0.1	0	/	8	-6	4	-0.1	1.2	1.1
Cc1cccc(N2C(=O)C(Cl)=C(Nc3c(C)n(C)n(-c4ccccc4)c3=O)C2=O)c1C	0.8	-0.3	2.5	12	/	24	-6	-4	-0.4	1.6	1.4
Cc1ccc(CN(C(=O)c2sc3ccccc3c2Cl)C2CCS(=O)(=O)C2)cc1 (stereo not drawn)	0.7	2.2	4.5	6	/	32	9	34	-0.2	0.9	0.9
CC(C)(C)OC(=O)NCCCC[C@@H](C(=O)N1CCN(C(=O)OC(C)(C)C)CC1)n1cc(C(CO)NC(=O)OC(C)(C)C)nn1 (stereo partly drawn)	1	0.4	-0.3	0	5	5	0	-2	0.0	1.1	1
COc1ccc(N2CCN(C(=O)CCN3C(=S)NC(C)(C)CC3C)CC2)cc1 (stereo not drawn)	0.8	-0.4	-0.1	3	7	18	9	4	0.2	0.9	0.9
CC(=O)C1=C(O)C(=O)N(CCCn2ccnc2)C1c1ccc(Cl)cc1 (stereo not drawn)	/	0.1	1.6	18	-5	/	6	-6	-0.3	/	/
CCC(=O)N1CCc2cc(Br)cc(S(=O)(=O)CCC(=O)NCC3CCCO3)c21 (stereo not drawn)	1	2.2	0.8	0	/	4	-6	-1	-0.3	0.9	1
Cc1[nH]nc(N=CC2=C(O)CC(c3ccco3)CC2=O)c1-c1ccc(Cl)cc1 (stereo not drawn)	0.8	-0.5	3.2	6	/	16	1	-2	-0.2	1	0.9
Cc1ccc(N2C(N)=C(C#N)C(c3cc(CN4CCOCC4)cs3)C3=C2CC(C)(C)CC3=O)cc1 (stereo not drawn)	0.8	-0.1	1.1	2	7	18	11	48	-0.3	0.7	1
COc1cc(NC(=O)COC(=O)c2n[nH]c3ccccc23)c(C)cc1[N+](=O)[O-]	0.9	-0.1	5.3	0	-4	14	-18	2	-0.3	1	1
O=C(Nc1nnc(-c2cccs2)o1)c1cc(-c2ccccc2)nc2ccccc12	0.8	0.7	3.0	7	-24	20	-10	-4	-0.1	1.1	1.2
CN(C(=O)CSc1ccccc1C(=O)O)C1CCCCC1	0.8	0.0	-1.1	-7	/	16	5	-5	-0.2	1	0.9
COCCCNC(=O)CCc1nc2cccnc2n1Cc1ccc(OC)cc1	0.9	0.0	0.3	-13	-27	9	7	-6	-0.2	1	1

Among those listed so far, two have a COOH group:
SMILES	Diaph act CS	Redox H2O2 prof	RAM inhibit	G6PDH CS	S1P3 antagonist	Diaphorase inh	TLR4-MyD88 BLA	L major viab	Hsp70 act	PMI act hi M6P	PMI activator
COc1cc(CN(C(=S)NCC(=O)O)C2CCCC2)cc(OC)c1OC	1	-0.5	-0.6	7	-2	1	-9	5	-0.3	1.1	1.2
CN(C(=O)CSc1ccccc1C(=O)O)C1CCCCC1	0.8	0.0	-1.1	-7	/	16	5	-5	-0.2	1	0.9

An excerpt from above in order of formula weight, low to high:
SMILES	Diaph act CS	Redox H2O2 prof	RAM inhibit	G6PDH CS	S1P3 antagonist	Diaphorase inh	TLR4-MyD88 BLA	L major viab	Hsp70 act	PMI act hi M6P	PMI activator
COc1cc(NC(=O)COC(=O)c2n[nH]c3ccccc23)c(C)cc1[N+](=O)[O-]	0.9	-0.1	5.3	0	-4	14	-18	2	-0.3	1	1
Cc1cccc(N2C(=O)C(Cl)=C(Nc3c(C)n(C)n(-c4ccccc4)c3=O)C2=O)c1C	0.8	-0.3	2.5	12	/	24	-6	-4	-0.4	1.6	1.4
CC(C)(C)OC(=O)NCCCC[C@@H](C(=O)N1CCN(C(=O)OC(C)(C)C)CC1)n1cc(C(CO)NC(=O)OC(C)(C)C)nn1 (stereo partly drawn)	1	0.4	-0.3	0	5	5	0	-2	0.0	1.1	1

Continuation.
SMILES	Diaph act CS	Redox H2O2 prof	RAM inhibit	G6PDH CS	S1P3 antagonist	Diaphorase inh	TLR4-MyD88 BLA	L major viab	Hsp70 act	PMI act hi M6P	PMI activator
CC1CC(N(C(=O)c2ccco2)c2ccccc2)c2ccccc2N1C(=O)c1ccco1 (stereo not drawn)	0.8	0.9	0.4	2	/	17	2	62*	-0.1	1	0.9
O=C(COC(=O)CNC(=O)c1ccc(Br)cc1)NCCC1=CCCCC1	0.9	-1.4	6.1	4	-3	11	-5	-6	-0.1	1	1
COc1ccc(CNC(=O)CCNS(=O)(=O)c2ccc(C)cc2)cc1	1.1	0.2	1.0	0	/	-6	17	-2	0.0	1.1	1
Cc1cccc(NCN2C(=O)C3C4C=CC(C4)C3C2=O)c1 (stereo not drawn)	0.9	-0.3	3.8	0	/	9	0	-3	-0.3	1	0.9
CC(=O)Nc1ccccc1/C=C/c1ccc2c(C)cc(C)c(O)c2n1	1	0.4	-0.2	-16	-6	0	-6	-4	-0.4	1	0.9
COc1ccc(C(=O)Nc2ccc(Cl)cc2C(=O)N2CCCC(C)C2)cc1 (stereo not drawn)	0.8	0.1	0.7	0	/	21	-6	12	-0.2	1	0.9
COc1cc(NC(=O)Cn2nc(-c3ccc(F)cc3)ccc2=O)ccc1-n1cnnn1	0.9	-0.5	2.0	6	-18	8	-17	-8	0.3	1	1
CCOc1ccccc1-c1nc(-c2ccc(NC(=O)Cc3ccccc3OC)cc2)no1	0.8	6.5	6.7	-46	36	21	0	28	-0.3	0.8	0.8
C=CCN1C(=O)C(Cc2cccc(Cl)c2)SC1=Nc1ccc(C(=O)O)cc1 (stereo not drawn)	0.9	4.4	1.1	10	-16	9	5	-4	0.0	1	1.1
CCN(c1ccc(NC(=O)COC(=O)c2cccs2)cc1)C(C)C	0.9	-0.1	3.6	5	/	13	-2	1	-0.4	1	1
